BRCA1 expr act = qHTS Assay to Identify Small Molecule Activators of BRCA1 Expression; Potency, µM (series often up to 46.1 µM), for the others: at the highest dose activation, usual class: activators; MCF7-BRCA1-FFLuc reporter, luminescence, 48 h; response scale: scaled: vehicle 0%, 10 µM genistein 100%; hit rate 1.1% among 380,000; also: potency is read from the fitted curve at half-maximal effect; nearly all actives have a fitted effect of over 80% in size; some results filed as inactive show a strong effect at the top dose
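Activators of BRCA1 expression were detected as increased firefly luciferase luminescence in engineered MCF7 cells after 48 h compound incubation. Signals were scaled to genistein 10 microM as full activation.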
TCR act = Activators of T cell receptors: qHTS campaign | primary human leukocytes, anti-CD3, IL-2 HTRF, 48 h | Potency, µM (doses to about 9.22 µM), without a hit: at the top dose activation of IL-2 secretion, hits mostly activators | 330,000 tested, under 10 active; also: % of control where 0% means no effect
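Primary human leukocytes incubated 48 hr with anti-CD3 beads plus compound, without co-stimulation. Secreted IL-2 measured by HTRF (europium cryptate/d2 anti-IL-2 pair, 320 nm excitation, 665 nm emission).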
ELG1 repair inh = qHTS screen for small molecules that inhibit ELG1-dependent DNA repair in human embryonic kidney (HEK293T) cells expressing luciferase-tagged ELG1; HEK293T ELG1-luciferase reporter, luminescence, 16 h; DNA damage induced by 5-fluorouridine; Potency, µM (highest dose often 46.1 µM), for inactives: top-dose activity change, negative = inhibition, hits mostly inhibitors; hit rate 2.3% among 330,000; also: potency is read from the fitted curve at half-maximal effect; % is scaled to controls: 0 for no effect and ±100 for the full control effect; nearly all actives have a fitted effect of over 55% in size
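DMSO vehicle served as the neutral condition. Each well held 2,000 cells given 5-fluorouridine plus compound; after 16 hr at 37 °C/5% CO2, ONE-Glo was added and luciferase measured 30 min later.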
PTAP TSG101 blk = qHTS Assay for Iinhibitors of HIV-1 Budding by Blocking the Interaction of PTAP/TSG101; Tumor susceptibility gene 101 protein (Homo sapiens), Q99816; Fluorescence polarization, FITC-PTAP peptide / Tsg101 binding; Potency, µM (highest dose often 115 µM), without a hit: at the top dose activity change, negative = inhibition, most hits filed as inhibitors; 340,000 tested, under 10 active; AID 493005, 2010; active = well fitted inhibition curve with a large enough effect in the main read-out, with a control signal flat, not every such curve was filed as active; inconclusive = small, poorly fitted or top-dose-only effect, or effect the other way, or a change in a side signal; inactive = no such curve, though single readings can be large or run the other way; also: potency is read from the fitted curve at half-maximal effect; % of control where 0% means no effect
Target sequence (Q99816 whole entry, looked up): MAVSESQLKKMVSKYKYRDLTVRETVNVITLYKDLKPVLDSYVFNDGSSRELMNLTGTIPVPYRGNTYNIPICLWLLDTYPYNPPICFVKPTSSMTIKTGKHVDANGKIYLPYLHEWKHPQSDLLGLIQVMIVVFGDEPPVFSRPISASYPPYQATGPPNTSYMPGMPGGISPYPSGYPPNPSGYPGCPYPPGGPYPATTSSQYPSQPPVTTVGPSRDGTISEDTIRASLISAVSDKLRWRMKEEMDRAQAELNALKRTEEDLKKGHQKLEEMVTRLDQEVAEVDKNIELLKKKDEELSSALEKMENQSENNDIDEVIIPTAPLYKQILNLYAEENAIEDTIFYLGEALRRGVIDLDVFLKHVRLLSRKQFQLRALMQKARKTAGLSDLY
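Steps: Tsg101 binding domain dispensed (10 uM final), compounds pinned in DMSO, FITC-labeled PTAP-motif peptide added (50 nM final); after 20 min binding at room temperature, polarization measured.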
A-T KAP1 phos = qHTS Assay for Identifying a Potential Treatment of Ataxia-Telangiectasia. […] A-T fibroblasts, KAP-1 phosphorylation AlphaLISA; neocarzinostatin DNA damage 30 min before lysis. Potency, µM (series often up to 57.5 µM), for the others: at the top dose activation, most hits filed as activators. hit rate 0.19% among 320,000; also: potency is read from the fitted curve at half-maximal effect; % of control where 0% means no effect; nearly all actives have a fitted effect of over 45% in size
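hTERT-immortalized A-T patient fibroblasts ([…]), 500 cells/well in OPTI-MEM, 1% FBS, got compounds for 60 min, then NCS for 30 min at 37C. Lysates were then assayed for phospho-KAP-1 by AlphaLISA (anti-pKAP1 donor, anti-KAP1 acceptor beads), 6 hr at 25C.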
CXXC DNA block = qHTS Fluorescence Polarization Assay for Inhibitors of MLL CXXC domain - DNA interaction. MLL-CXXC / FITC-HOXA9 DNA fluorescence polarization. Potency, µM (top dose mostly 115 µM), inactives show top-dose activity change, negative = inhibition, hits mostly inhibitors. hit rate 0.037% among 290,000. AID 2662, 2010; active = well fitted inhibition curve with a large enough effect in the polarisation, with a control signal flat, not every such curve was filed as active; inconclusive = small, poorly fitted or top-dose-only effect, or effect the other way, or a change in a side signal; inactive = no such curve, though single readings can be large or run the other way; the % refers to the polarisation; also: potency is read from the fitted curve at half-maximal effect
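Steps: dispense CXXC domain solution (7 uM) → pin compounds or unlabeled HOX-A9 DNA control → 5 min ambient → add FLSN-HOX-A9 solution (50 nM) → spin → 30 min ambient → fluorescence polarization. Tris pH 7.5/NaCl/DTT/BSA buffer.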
TRPV1 agonist = HTS Assay for Compounds that Act as Agonists of the Vanilloid Receptor 1. TRPV1-expressing cells, Fluo-8 calcium influx, agonist mode. activation, % at 8.33 µM. Transient receptor potential cation channel subfamily V member 1 (Homo sapiens), Q8NER1. AID 540275, 2011. hit rate 0.19% among 320,000; in the data active = activation above about 80%; inconclusive = between about 30% and that limit; also: 0% is about no effect
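TRPV1-expressing cells were cultured overnight at 35.5C and loaded with Fluo-8 calcium dye for 40 to 90 min at room temperature. After a 10 s baseline, compound was added and calcium influx was read kinetically for 3 min (ex 480/em 520 nm).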
Integrin act MD = qHTS for Activators of Integrin-Mediated Alleviation for Muscular Dystrophy. alpha7betagal myoblasts, beta-gal FDG fluorescence, 48 h. Potency, µM (titrated, usually from 38.3 µM), without a hit: at the top dose activation, actives largely listed as activators. hit rate 0.064% among 350,000;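 also: potency is read from the fitted curve at half-maximal effect; 100% = response of the positive control SU9516; nearly all actives have a fitted effect of over 60% in size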
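alpha7betagal+/- myoblasts (passage 13, 250/well) treated 48 h at 37C with compounds at 1:260 dilution of DMSO stock. Lysed, then beta-galactosidase activity read as FDG fluorescence (ex 480/em 540) after 30 min, with pre-read for autofluorescence.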
p53 reactivator = qHTS assay for re-activators of p53 using a Luc reporter. AID 504706, 2011. Potency, µM (series often up to 92.2 µM), for the others: top-dose activity change, positive = activation, actives largely listed as activators. hit rate 0.063% among 320,000. H1299 p53-A138V BP100-luciferase reporter, luminescence, 24 h; also: potency is read from the fitted curve at half-maximal effect; % of control where 0% means no effect; nearly all actives have a fitted effect of over 45% in size
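p53-null H1299 cells stably carrying temperature-sensitive p53-A138V and a BP100-luciferase reporter were pinned with compounds (4-point, 1:5 series) and held 24 hrs at 37 deg C. Luminescence was read 10 min after detection reagent.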
B2AR arrestin = qHTS assay of beta-arrestin-biased ligands of beta2-adrenergic receptor; beta-arrestin recruitment to beta2AR, cell-based reporter; Potency, µM (top dose mostly 46.1 µM), inactives show at the top dose activation, most hits filed as activators; hit rate 0.02% among 330,000; AID 492947, 2010;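 also: potency is read from the fitted curve at half-maximal effect; 0% = DMSO controls and full agonism = EC100 isoproterenol or metaproterenol; nearly all actives have a fitted effect of over 65% in size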
Target sequence (P07550 whole entry, looked up): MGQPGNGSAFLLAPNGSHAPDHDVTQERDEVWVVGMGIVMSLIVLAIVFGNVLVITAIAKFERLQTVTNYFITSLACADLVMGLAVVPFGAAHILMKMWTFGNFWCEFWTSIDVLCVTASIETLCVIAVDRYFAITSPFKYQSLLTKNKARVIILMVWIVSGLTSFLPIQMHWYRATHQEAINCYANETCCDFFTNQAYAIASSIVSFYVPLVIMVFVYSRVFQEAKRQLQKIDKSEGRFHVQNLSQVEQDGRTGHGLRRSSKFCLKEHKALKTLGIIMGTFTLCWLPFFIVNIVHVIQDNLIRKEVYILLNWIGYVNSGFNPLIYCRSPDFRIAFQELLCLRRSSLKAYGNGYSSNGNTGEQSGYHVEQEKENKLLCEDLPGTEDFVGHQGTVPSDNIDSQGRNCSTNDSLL
The depositor's hits bear a star; u = inconclusive; x = no result given; & = joins results of further samples; [ ] = remark or other dose. Unless noted, calls follow the shape of the dose curve; as a rule, active = well fitted curve in the direction sought with a large enough effect; inconclusive = small, poorly fitted or top-dose-only effect, or another doubt; inactive = no such curve, though single readings can be large; an effect the other way counts as inactive or inconclusive.

Values run as follows: BRCA1 expr act, TCR act, ELG1 repair inh, PTAP TSG101 blk, A-T KAP1 phos, CXXC DNA block, TRPV1 agonist, Integrin act MD, p53 reactivator, B2AR arrestin
- CC1CCc2nc(/C(C#N)=C/c3ccncc3)sc2C1 (stereo unspecified)
 : 11µM*, -2%, u, -7%, 1%, -5%, u, -31%, 3%, 0.2%
- COc1ccccc1OCCC(=O)OCCN1C(=O)c2ccccc2C1=O
 : 4%, 3%, -1%, -7%, 4%, -2%, 2, -22%, 1%, 0.3%
- Cc1ccc2cc(C(c3nnnn3CC3CCCO3)N3CCc4ccccc4C3)c(=O)[nH]c2c1 (stereo unspecified)
 : -5%, 1%, 4%, -11%, -2%, 2%, -18, -11%, -6%, 0.4%
- Cc1cc(C)c2c(ccc3ccccc32)n1
 : 50%, -4%, x, -1%, x, x, x, 16%, x, x
- Cc1cccc(C(=O)N/N=C/c2ccoc2)c1
 : 23%, -6%, u, -2%, 5%, u, 7, -14%, 11%, -0.9%
- O=C(CCN1C(=O)C2C3C=CC(C3)C2C1=O)NCCc1ccccc1 (stereo unspecified)
 : 15%, -4%, u, -4%, -5%, 12%, 2, -12%, 8%, -2.0%
- COc1ccccc1C(=O)Nc1ccc(S(=O)(=O)NC2=NCCCCC2)cc1
 : -4%, -6%, -8%, -1%, 3%, 0%, 2, 8%, -3%, 0.3%
- Cc1onc(-c2ccccc2)c1CNC(=O)Nc1ccccc1
 : -20%, -4%, u, -3%, 10%, -6%, u, -47%[inhibitor], -3%, 3.3%
- CC(C)/C=N/Nc1nc2c(c(=O)n(C)c(=O)n2C)n1C
 : -12%, 6%, u, -1%, -12%, -3%, 2, 2%, 0%, -0.1%
- C=CCN(c1ccccc1)S(=O)(=O)c1cccc(C(=O)NNC(=O)c2ccncc2)c1
 : 7%, -7%, 30%, -5%, -10%, x, 3, 12%, 4%, -2.8%
- CCCn1nc2cc(C(=O)N(CC)c3ccc(OC)cc3)ccc2c1OCC
 : -24%, 3%, 10%, 0%, -2%, -3%, 1, 35%, -4%, -0.1%
- CCOC(=O)CN/C=C(\C#N)c1ccc(F)cc1
 : 3%, -1%, 4%, -2%, 0%, 18%, -1, -6%, 9%, -0.1%
- O=C(COC(=O)C1CC2C=CC1C2)Nc1cccc(S(=O)(=O)N2CCOCC2)c1 (stereo unspecified)
 : -6%, 3%, 8%, 0%, 1%, -3%, u, 6%, -3%, -0.3%
- O=C(COC(=O)c1cnccn1)c1ccc(Cl)cc1
 : 2%, 1%, 6%, 21%, -2%, 8%, 5, -12%, 4%, -0.5%
- O=C(COC(=O)Cn1cnc2ccccc21)Nc1ccc(OC(F)F)cc1
 : 2%, -1%, 9%, -7%, 8%, x, x, 2%, 3%, 0.2%
- COc1cc(C#Cc2c(-c3ccccc3)n(C)c3ccccc23)cc(OC)c1
 : -8%, -6%, 4%, -4%, 33%, 9%, 0, 18%, x, -1.3%
- O=C(Cc1ccccn1)c1ccccc1
 : 20%, 7%, u, -3%, 3%, x, 1, -7%, 16%, 0.4%
- COc1ccc(N(CC(=O)N2CCN(c3ccccc3F)CC2)S(=O)(=O)c2c(C)n[nH]c2C)cc1
 : -13%&7%, 1%, -28%, -1%, -6%, 8%, -7, u, -6%, -0.2%
- COc1cc(SC)ccc1C(=O)Nc1ccc(Br)cn1
 : u, -4%, u, -3%, 8%, 1%, 2, 10%, -10%, -1.2%
- O=C(NCc1cccs1)Nc1cc(Cl)ccc1Cl
 : 22%, 3%, -12%, -1%, 4%, -3%, 0, 0%, 3%, -0.8%

A second format for some results above:
> O=C(Cc1ccccn1)c1ccccc1
- BRCA1 expr act: 20%
- TCR act: 7%
- ELG1 repair inh: u
- PTAP TSG101 blk: -3%
- A-T KAP1 phos: 3%
- CXXC DNA block: x
- TRPV1 agonist: 1
- Integrin act MD: -7%
- p53 reactivator: 16%
- B2AR arrestin: 0.4%

> COc1ccc(N(CC(=O)N2CCN(c3ccccc3F)CC2)S(=O)(=O)c2c(C)n[nH]c2C)cc1
- BRCA1 expr act: -13%&7%
- TCR act: 1%
- ELG1 repair inh: -28%
- PTAP TSG101 blk: -1%
- A-T KAP1 phos: -6%
- CXXC DNA block: 8%
- TRPV1 agonist: -7
- Integrin act MD: u
- p53 reactivator: -6%
- B2AR arrestin: -0.2%

Other results:
Values run as follows: BRCA1 expr act, TCR act, ELG1 repair inh, PTAP TSG101 blk, A-T KAP1 phos, CXXC DNA block, TRPV1 agonist, Integrin act MD, p53 reactivator, B2AR arrestin
- COc1ccc(C2(C(F)(F)F)NC(=O)N(C)C(=O)N2C)cc1 (stereo unspecified)
 : 0%, -2%, 3%, -7%, 6%, -2%, -6, -4%[7.66 µM], -8%, -0.6%
- O=C(c1ccco1)n1nc(-c2ccco2)nc1SCc1ccccc1
 : u, 3%, u, -1%, -3%, 242%[activator], 1, 8%, 4%, -0.8%
- Nc1ccc(S(=O)(=O)NC2(C(F)(F)F)NC(=O)N(c3ccc(F)cc3)C2=O)cc1 (stereo unspecified)
 : 6%, 3%, -1%, 0%, 13%, 19%, -1, -6%, 1%, 0.4%
- CCOC(=O)N1CCC(NC(=O)c2cc(S(=O)(=O)N3CCCCC3)ccc2F)CC1
 : 6%, -2%, 1%, -1%, -3%, 0%, 0, -17%, -1%, 0.0%
- COc1ccc2c(c1)CCc1c(C(=O)Nc3cc(C)n(Cc4ccc(Cl)cc4)n3)noc1-2
 : 6%, -4%, -1%, 0%, 3%, 24%, 2, 3%, 4%, -0.5%
- O=C(NCCS(=O)(=O)NCc1ccccc1)c1ccc2c(c1)OCO2
 : -5%, 2%, 7%, -2%, 6%, x, 2, 12%, -7%, 0.2%
- CCc1ccc(OCc2nnc(-c3ccccc3Br)o2)cc1
 : 15%, 0%, u, -1%, -5%, x, 10, -30%, 22%, 0.4%
- Cc1cccc(-n2ncc3c(N(CCO)CCO)ncnc32)c1
 : u, 5%[46.1 µM], u, -1%, -6%, 5%, -1, 4%, x, 3.4%
- Cc1cccc(NS(=O)(=O)c2ccc3c(c2)oc(=O)n3C)c1C
 : -17%, 1%, 0%, 1%, 0%, 18%, 4, 25%, x, 0.4%
- Cc1cccc(N2CC(C(=O)Nc3nnc(SCC(=O)NCC4CCCO4)s3)CC2=O)c1 (stereo unspecified)
 : 0%, 0%, -1%, -5%, 3%, 2%, -1, 10%, 13%, 0.5%
- COC(=O)c1ccc(-c2csc(NC(=O)c3c(C)noc3C)n2)cc1
 : 14%, 4%, u, -1%, 9%, x, -1, 29%, 9%, 0.0%
- Cc1cccc(-c2nn(-c3ccccc3)cc2C(=O)N2CCN(C3CCS(=O)(=O)C3)CC2)c1 (stereo unspecified)
 : -13%, -2%, 14%, 0%, -16%, x, 3, 22%, -5%, 0.1%
- O=C(O)Cn1c(=O)c2c3c(sc2n(Cc2ccccc2F)c1=O)CCCC3
 : -2%, -4%, 7%, -2%, 2%, 3%, -4, u, -2%, 0.4%
- CCN(CC)S(=O)(=O)c1ccc(OC)c(NC(=O)c2cccc([N+](=O)[O-])c2C)c1
 : 0%, -5%, x, -1%, x, x, x, -24%, x, x
- CCOC(=O)c1sc2ncnc(N3CCN(CC)CC3)c2c1C
 : 4%, 2%, 6%, -6%, 0%, -1%, 1, 34%, -1%, 0.0%
- CC(C)NC(=O)Cn1nc(C(F)(F)F)c2c1CCC2
 : 8%, 5%[46.1 µM], 1%, -1%, 11%, -15%, 0, -1%, -9%, -0.3%
- COc1cccc(-c2ccc(NC(=O)C3CCCN(Cc4ccco4)C3)cc2)c1 (stereo unspecified)
 : 78%, -3%, x, 0%, x, x, x, 0%, x, x
- COc1ccc(-n2c(SCc3nnc(-c4ccccc4)o3)nnc2-c2ccccc2)cc1
 : -21%, 0%, -18%, -12%, 3%, 4%, -1, -17%, -3%, 4.4%
- Cc1ccn2c(NC3CCCC3)c(-c3ccccn3)nc2c1
 : -64%, -5%, -14%, -1%, 4%, 16%, u, -61%, u, -0.1%
- COc1ccc(OC)c(-c2nnc3n2N=C(c2ccc(OC)c(OC4CCCC4)c2)CS3)c1
 : -75%, 10%, u, -2%, 4%, x, x, x, -2%, 0.3%
- NC(=O)COC(=O)c1ccc(Cl)c(S(=O)(=O)N(Cc2ccccc2)c2ccc(Cl)cc2)c1
 : -46%, -6%[46.1 µM], -26%, -2%, -2%, 11%, u, 3%, -4%, -0.4%
- CN(C(=O)COc1ccc(Cl)cc1Cl)C1(C)CCS(=O)(=O)C1 (stereo unspecified)
 : -8%, 0%, -8%, -2%, 27%, x, 0, -9%, -4%, 0.0%

Assay outcomes (PubChem BioAssay)
